TRPM1 prom inh: MITF TRPM1 promoter inhibition in SK-MEL-5 cells. SK-MEL-5 TRPM1 promoter luciferase, 24 h. inhibition, % at 12.5 µM. AID 488899. hit rate 0.83% among 330,000;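 active = mean inhibition across replicates of 60% or more, whatever share of single replicates reaches that level; inconclusive = some that reach 60%, reason not given; inactive = mean inhibition across replicates below 60%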; note: values of inactives mirror those of a sister screen read the other way
Peg3 prom inh: inhibitors of Peg3 promoter; HeLa PEG-Prom luciferase reporter, luminescence, overnight; inhibition, % at 20 µM; hit rate 1.7% among 360,000;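 active = inhibition of at least 50% at 20 µM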
Vif imaging: inhibitors of HIV Vif; HEK293T cells, Vif self-association by quenched fluorescence, imaging, 24 h; inhibition, % at 7.49 µM; hit rate 0.35% among 340,000; in the data active = inhibition above about 50%, passing the limit was not always enough; inconclusive = no clear call, values can overlap the other calls; inactive = below about 31%; note: some results filed as inactive read as strong as hits
PDI turbidity: PDI (human) enzyme inhibition; P07237; PDI insulin aggregation turbidity, A650, 90 min; inhibition, % at 10 µM; hit rate 0.052% among 350,000; AID 588391;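 active = mean inhibition across replicates of 30% or more, whatever share of single replicates reach that level; inconclusive = mean inhibition below 30% while every single replicate reaches 30%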;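 note: absorbance from insulin aggregation driven by PDI reduction with DTT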
Target sequence (P07237 whole entry, looked up): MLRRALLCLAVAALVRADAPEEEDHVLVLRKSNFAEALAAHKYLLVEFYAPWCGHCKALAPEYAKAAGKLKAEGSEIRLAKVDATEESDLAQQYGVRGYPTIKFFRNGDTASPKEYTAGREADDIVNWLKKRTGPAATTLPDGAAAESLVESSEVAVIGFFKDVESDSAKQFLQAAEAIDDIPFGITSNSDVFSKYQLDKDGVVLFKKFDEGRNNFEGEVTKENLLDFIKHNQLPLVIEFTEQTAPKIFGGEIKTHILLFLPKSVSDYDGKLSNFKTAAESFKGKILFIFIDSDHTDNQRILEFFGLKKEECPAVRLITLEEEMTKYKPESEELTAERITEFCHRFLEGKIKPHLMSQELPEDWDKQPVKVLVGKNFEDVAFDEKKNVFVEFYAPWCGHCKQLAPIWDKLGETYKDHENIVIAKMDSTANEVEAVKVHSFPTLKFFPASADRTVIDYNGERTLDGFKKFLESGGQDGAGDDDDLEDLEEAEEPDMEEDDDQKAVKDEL
Shn3 inh set2: inhibitors of Schnurri-3 3'UTR reporter in osteoblasts; Clone20 osteoblast Shn3 3'UTR firefly luciferase, 24 h; inhibition, % at 12.5 µM; hit rate 0.52% among 360,000; AID 588674;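 active = mean inhibition of at least 75% with every replicate also reaching 75%; inconclusive = mean inhibition at least 75% but some replicate below; inactive = mean inhibition below 75%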;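 note: 0% = median of neutral control wells and 100% = pilot-screen positive control compound; some compounds past the cut are filed as inactive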
HIF-2a inh: blocks HIF-2a reporter activity. 786-0 RCC cells HIF-2a reporter, luciferase luminescence, overnight. inhibition, % at 18.8 µM. hit rate 0.72% among 360,000. AID 624352;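 active = inhibition of the luminescence signal of 40% or more relative to plate controls, in a single-dose primary screen at 18.75 µM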
NR2E3 ag-1: human photoreceptor-specific nuclear receptor agonism; CHO-S Gal4-NCOR/VP16-NR2E3 two-hybrid, luciferase; AID 602229; hit rate 0.35% among 360,000; Q9Y5X4; inhibition of corepressor binding, % at 3.98 µM;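 active = inhibition above the mean of all tested compounds plus 3 SD, cut at about 70% in these data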;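 note: 0% = DMSO with NR2E3 transfected cells and 100% = cells lacking NR2E3 construct; higher means lower luciferase signal from less NR2E3 corepressor binding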
Target sequence (Q9Y5X4 whole entry, looked up, the tested form may be a part): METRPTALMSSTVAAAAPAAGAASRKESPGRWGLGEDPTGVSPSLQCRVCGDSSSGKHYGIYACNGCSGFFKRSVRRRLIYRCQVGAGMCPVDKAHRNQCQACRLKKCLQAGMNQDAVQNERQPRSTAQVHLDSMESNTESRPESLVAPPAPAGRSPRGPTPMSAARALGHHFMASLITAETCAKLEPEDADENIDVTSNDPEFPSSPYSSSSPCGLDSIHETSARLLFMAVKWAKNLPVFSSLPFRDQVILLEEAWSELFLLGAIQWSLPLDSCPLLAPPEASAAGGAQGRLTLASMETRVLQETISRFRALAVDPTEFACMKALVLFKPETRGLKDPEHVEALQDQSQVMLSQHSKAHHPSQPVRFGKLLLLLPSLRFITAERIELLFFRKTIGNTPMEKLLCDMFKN
KKLEB tox: reduces viability of KKLEB cystic fibrosis airway cells | KKLEB CF airway cells viability, ATPlite luminescence, overnight; hits give low values; cells stimulated with P. aeruginosa culture filtrate | activity change (cytotoxicity), % at 5 µM | hit rate 0.36% among 360,000 | AID 602141;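 active = corrected activity change at or below -50% at 5 µM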
NR2E3 ag-2: agonists of human nuclear receptor NR2E3; Q9Y5X4; GST-NR2E3/biotin-RetCOR TR-FRET, 1536-well; inhibition of corepressor binding, % at 4.78 µM; hit rate 0.12% among 320,000; AID 2300;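 active = percent inhibition above the cutoff of mean plus 3 SD of all tested compounds, set per screening campaign, cut at about 20% in these data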;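 note: 0% = DMSO wells and 100% = biotin wells as full block of FRET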
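Material: NR2E3–RetCOR corepressor complex / Incubation: Compound–protein incubation for 5 h at 4 °C / Dosing: compound at 4.8 µM, single dose / Detection: time-resolved FRET / Benchmarks: high control biotin, low control 0.6% DMSO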
CaV13 FRET inh: Primary screen for inhibitors of IQ motif and Ca2+-dependent inactivation inhibitor domain binding in CACNA1D, Förster resonance energy transfer in living cells, …. inhibition, % at 12.3 µM. hit rate 0.098% among 340,000. HEK cells, CFP/YFP FRET ICDI-IQ, plate reader, 10 min; percent FRET-ratio fall versus neutral wells;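 active = mean replicate inhibition of at least 30% and at least 1% of replicates passing that level; inconclusive = only one of the two criteria is met; inactive = neither criterion is met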;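 note: 0% = median of the neutral control wells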
CF NFkB block: blocks PAF-induced NF-kB reporter in cystic fibrosis cells | KKLEB NF-kB-GFP reporter, GFP fluorescence overnight | inhibition, % at 5 µM | hit rate 0.86% among 360,000 | AID 588850;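 active = at least 50% inhibition at 5 µM, scaled per plate between neutral and stimulator controls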;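 note: PAF is a Pseudomonas aeruginosa culture filtrate used as stimulus; plate controls were PAF-stimulated DMSO wells for no effect and unstimulated DMSO wells for full effect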
An asterisk follows results filed as active; ? = inconclusive; . = not tested or not shown.

SMILES	TRPM1 prom inh	Peg3 prom inh	Vif imaging	PDI turbidity	Shn3 inh set2	HIF-2a inh	NR2E3 ag-1	KKLEB tox	NR2E3 ag-2	CaV13 FRET inh	CF NFkB block
CC(Oc1ccc2ccccc2c1)C(=O)N/N=C/c1cccnc1 (configuration not stated)	5	12	16	12	9	11	-5	3	-2	-5	2
CC(C)C(=O)Nc1nnc(COc2ccc(Cl)cc2)s1	-7	-12	1	-11	-1	5	-31	0	-1	5	8
O=C(NCC1CCCO1)C1CCC(CNS(=O)(=O)c2ccccc2)CC1 (configuration not stated)	-5	-7	21	2	11	-4	-11	3	1	-5	1
COc1ccc(-c2nc(=S)c3c(n2CCN2CCOCC2)CC(C)(C)OC3)cc1	0	8	-6	4	-19	7	-21	1	3	0	-4
CCC1=Nc2ccccc2NC2=C1C(=O)CCC2	7	18	-5	6	6	3	-127	-1	0	.	11
COc1cccc(C(=O)NC(=S)Nc2ccccc2N2CCOCC2)c1	-9	-10	-4	0	1	-3	-29	-6	0	.	4
CN(C)/C=C/C(=O)c1cc(F)cc(C(F)(F)F)c1	-3	-12	9	2	8	4	3	0	2	-5	6
Cc1ccc(S(=O)(=O)/N=C2\SC(CC(=O)Nc3ccc(F)cc3)C(=O)N2c2ccccc2)cc1 (configuration not stated)	-7	-4	0	-7	8	11	-21	9	1	-5	7
Cc1nn(CC(=O)NC2CC2)c(C)c1S(=O)(=O)NC(C)(C)C	13	2	8	-1	17	14	-13	21	.	-6	-12
Cc1cc(NC(=O)c2ccco2)ccc1NC(=O)c1ccco1	-11	-66	0	5	-6	-112	-34	-7	.	-4	-5
COc1ccc2c(c1)C(NC(=O)C(F)(F)F)CC2=O (configuration not stated)	18	-30	8	1	5	18	-27	0	-2	-3	5
Cc1ccc(C(=O)OCC(=O)N2CCC(c3ccccc3)=N2)cc1	2	-22	2	2	8	-13	-65	29	.	-7	-11
COc1ccc(CCNC(=O)CSc2cn(Cc3cccc(C)c3)c3ccccc23)cc1OC	.	9	-9	.	62	0	-4	-19	-1	49*	8
COc1ccc(-c2cn3cc([N+](=O)[O-])ccc3n2)cc1OC	-26	-171	13	5	-3	-184	-40	7	5	-5	-30
COc1ccccc1C(=O)OCC(=O)NC(=O)NCc1ccccc1	-18	-14	?	-13	1	10	9	-3	0	?	-3
CN(C)c1ccc(Nc2ccc([N+](=O)[O-])cn2)cc1	-90	-263	14	17	-68	-244	-69	0	-2	-2	-16
CCSc1ccccc1C(=O)N1CCN(Cc2ccc3c(c2)OCO3)CC1	1	0	-11	-2	-2	15	19	13	3	-6	16
CCCN1CCN(S(=O)(=O)c2ccc3c(c2)CCC(=O)N3)CC1	3	16	-4	6	11	12	-3	-22	3	-5	11
O=c1cc(-c2ccccc2)[nH]c2ccccc12	21	-15	-2	3	14	-22	-23	-5	5	2	27
CNC(=O)c1cc(S(=O)(=O)Nc2ccc3c(c2)OCO3)ccc1C	-6	11	2	-3	16	9	3	-6	5	-5	25
O=C(NC1CCCCCC1)c1ccc2nc3cc(Cl)ccc3c(=O)n2c1	-6	-18	7	4	17	-30	-20	-21	3	1	-9
COc1cccc(NC(=O)CN(C)C(=O)c2ccc3c(c2)S(=O)(=O)N=C2CCCCCN23)c1	4	2	16	2	-4	-9	11	9	2	-5	-18
COc1cc2c(C(=O)NCCCN3CCN(c4cccc(Cl)c4)CC3)cn(C)c(=O)c2cc1OC	6	4	2	-3	-1	3	11	0	2	-3	-13
Cc1ccc(SCC(=O)NCCCc2ccccc2)cc1	2	10	21	6	-2	5	6	3	0	.	22
O=C1/C(=C/Nc2ccc3c(c2)OCO3)CCc2ccccc21	15	10	.	-8	-6	-28	-114	-53*	-1	.	-18
CCc1nnc(NC(=O)CN2C(=O)CCC2=O)s1	10	-7	1	16	-4	23	4	1	2	-4	-2
CCOc1ccc(S(=O)(=O)Nc2ccc(C(=O)NCC3(N4CCCCC4)CCCCC3)cc2)cc1	-13	14	-10	-9	-22	5	-1	3	0	-6	16
O=C1CC(Cc2ccc(Br)cc2)C(=O)N1c1ccccc1 (configuration not stated)	-1	6	-5	1	-18	15	-13	4	1	-3	7
Cc1ccc(S(=O)(=O)N=N/C=C2\C=CC=CN2O)cc1	.	3	-7	3	-20	6	-19	8	.	-7	10
COC(=O)Oc1ccc(/C=N/NC(=O)CSCc2ccccc2Br)cc1OC	-1	5	-25	-5	74	-12	45	1	2	-4	-5

An excerpt of these results, with two lines to a compound:
Results follow in this order: TRPM1 prom inh | Peg3 prom inh | Vif imaging | PDI turbidity | Shn3 inh set2 | HIF-2a inh | NR2E3 ag-1 | KKLEB tox | NR2E3 ag-2 | CaV13 FRET inh | CF NFkB block
> CN(C)c1ccc(Nc2ccc([N+](=O)[O-])cn2)cc1
→ -90 | -263 | 14 | 17 | -68 | -244 | -69 | 0 | -2 | -2 | -16
> CCSc1ccccc1C(=O)N1CCN(Cc2ccc3c(c2)OCO3)CC1
→ 1 | 0 | -11 | -2 | -2 | 15 | 19 | 13 | 3 | -6 | 16
> CCCN1CCN(S(=O)(=O)c2ccc3c(c2)CCC(=O)N3)CC1
→ 3 | 16 | -4 | 6 | 11 | 12 | -3 | -22 | 3 | -5 | 11
> O=c1cc(-c2ccccc2)[nH]c2ccccc12
→ 21 | -15 | -2 | 3 | 14 | -22 | -23 | -5 | 5 | 2 | 27
> CNC(=O)c1cc(S(=O)(=O)Nc2ccc3c(c2)OCO3)ccc1C
→ -6 | 11 | 2 | -3 | 16 | 9 | 3 | -6 | 5 | -5 | 25
> O=C(NC1CCCCCC1)c1ccc2nc3cc(Cl)ccc3c(=O)n2c1
→ -6 | -18 | 7 | 4 | 17 | -30 | -20 | -21 | 3 | 1 | -9
> COc1cccc(NC(=O)CN(C)C(=O)c2ccc3c(c2)S(=O)(=O)N=C2CCCCCN23)c1
→ 4 | 2 | 16 | 2 | -4 | -9 | 11 | 9 | 2 | -5 | -18
> COc1cc2c(C(=O)NCCCN3CCN(c4cccc(Cl)c4)CC3)cn(C)c(=O)c2cc1OC
→ 6 | 4 | 2 | -3 | -1 | 3 | 11 | 0 | 2 | -3 | -13
> Cc1ccc(SCC(=O)NCCCc2ccccc2)cc1
→ 2 | 10 | 21 | 6 | -2 | 5 | 6 | 3 | 0 | . | 22
> O=C1/C(=C/Nc2ccc3c(c2)OCO3)CCc2ccccc21
→ 15 | 10 | . | -8 | -6 | -28 | -114 | -53* | -1 | . | -18
> CCc1nnc(NC(=O)CN2C(=O)CCC2=O)s1
→ 10 | -7 | 1 | 16 | -4 | 23 | 4 | 1 | 2 | -4 | -2
> CCOc1ccc(S(=O)(=O)Nc2ccc(C(=O)NCC3(N4CCCCC4)CCCCC3)cc2)cc1
→ -13 | 14 | -10 | -9 | -22 | 5 | -1 | 3 | 0 | -6 | 16

Additional compounds follow:
SMILES	TRPM1 prom inh	Peg3 prom inh	Vif imaging	PDI turbidity	Shn3 inh set2	HIF-2a inh	NR2E3 ag-1	KKLEB tox	NR2E3 ag-2	CaV13 FRET inh	CF NFkB block
C=COC(=O)NC1CCc2cc(OC)c(OC)c(OC)c2-c2ccc(SC)c(=O)cc21 (configuration not stated)	51	-16	17	-8	-8	31	17	1	.	-3	36
CCC(C(=O)N/N=C/c1cccnc1)c1ccccc1 (configuration not stated)	5	6	-5	-8	-9	10	22	7	-2	.	-12
COc1ccc(S(=O)(=O)/N=C2/NC(=O)/C(=C/c3ccco3)S2)cc1	11	17	7	-1	26	25	-26	10	-3	-6	-7
CCOC(=O)N1CCN(c2cc(C)c(C(C)=O)cc2F)CC1	-4	-6	-1	13	29	3	-15	7	3	-9	-2
Cc1cccc(N(CC(=O)N2CCCCCC2)S(C)(=O)=O)c1C	2	11	-12	9	-1	10	1	-2	.	-4	10
COc1ccccc1C(=O)Nc1ccc(Oc2nnc(-c3ccc(C)cc3)c3ccccc23)cc1	1	10	3	15	13	-8	-9	-3	-1	-18	12
O=C(NNC(=O)C(Cl)Cl)c1cnn(-c2ccccc2)c1C(F)(F)F	11	8	6	5	7	12	-4	-2	4	-5	-1
Cc1ccc(OCC(=O)N/N=C\c2cn(Cc3ccccc3)c3ccccc23)cc1C	18	44	-4	-19	25	12	-5	-11	1	-4	-8
Cc1ccc(-n2cccc2C(=S)N=P(N(C)C)(N(C)C)N(C)C)cc1	50	27	-3	6	29	4	-15	-40	1	-6	23
CC(C)(C)Sc1ccc(N)nc1	-3	4	-2	-2	16	-3	-10	5	-2	-1	1
COc1cccc(NC(=O)CSc2nnc(CNC(=O)c3ccccc3)n2C)c1	-6	14	-3	14	7	-1	14	-6	-1	-7	4
Cc1ccc(S(=O)(=O)N(C)C)cc1NC(=O)CN1C(=O)NC2(CCCc3ccccc32)C1=O (configuration not stated)	-6	9	.	1	2	18	4	1	1	-6	-15
Cc1ccc(C)c(NC(=S)N(CCN(C)C)C(C)c2ccccn2)c1 (configuration not stated)	3	-6	0	3	2	9	-14	-8	-1	-7	-14
COCCn1c(C)cc(C(=O)CSc2ncn[nH]2)c1C	-16	-54	5	11	5	-62	-16	6	4	-4	2
CCCNC(=O)C(=O)Nc1ccc2c(c1)N(S(=O)(=O)c1cccs1)CCC2	17	-5	-3	-1	8	-8	-39	-19	-4	-2	10
O=C(OCCN1CCCC1=O)c1cc(F)c(F)c(F)c1F	6	-3	-8	-18	1	10	10	7	-2	-5	-10
CCOc1ccc(NC(=O)COc2ccccc2C(=O)NCc2ccccc2)cc1	1	23	-3	-13	18	6	-7	-2	-1	-2	5
CCC(Sc1nc2ccccc2o1)C(=O)O (configuration not stated)	-11	5	6	-3	-3	3	-9	-5	1	-4	1
O=C(COCc1cc(-c2ccc3c(c2)OCO3)on1)N1CCN(c2ccccc2)CC1	-13	8	-7	-7	10	-9	-27	4	-1	-6	2
COc1ccc(-c2csc(-c3cc4ccccc4oc3=N)n2)cc1	0	8	-5	-3	14	-3	-5	0	5	-9	0
O=C(CCN1C(=O)/C(=C/c2cccs2)SC1=S)Nc1cccc(C(=O)O)c1	0	-7	9	-1	-15	5	-17	1	3	-5	-2
CCOc1cc(/C=N/NC(=O)C(N)=O)cc(Br)c1O	0	-2	-1	-6	-13	23	32	-6	-1	-4	-3
Cc1ccccc1N(C(=O)c1ccco1)C(C(=O)NC1CCCC1)c1cccnc1 (configuration not stated)	3	10	15	2	-6	13	-5	1	6	-3	-3

Source: PubChem BioAssay (several laboratories)
